HCT116 PTEN-null: growth suppressors of cells with PTEN tumor suppressor deletion | AID 827 | hit rate 1.2% among 140,000 | HCT116 PTEN-null viability, CellTiter-Glo, 60 h; stronger effect = lower value | viability, % at 10 µM;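 active = viability at or below a set limit, 4 SD under the median of all tested compounds, cut at about 3.7% in these data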;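 also: PTEN knockout HCT116 line with beta catenin targeted HCT116 as companion control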
Measles CPE: protection of cells from measles virus. protection (pct of control), % at 4 µM. hit rate 1.5% among 140,000. Measles virus-infected cells, CPE protection, absorbance; in the data active = protection mostly above about 24%, no sharp cut-off; inactive = mostly below about 26%; also: some compounds called inactive have numbers as strong as hits
MRP-1 activ: activates MRP-1; H69AR cells + doxorubicin, viability rescue, CellTiter-Glo; viability increase, % at 10 µM; AID 799; hit rate 0.61% among 140,000;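 active = viability gain under doxorubicin at or above a set limit, the compound median plus 3 SD, cut at about 4.7% in these data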;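 also: MRP-1 overexpressing cells given doxorubicin 25 µM after compound pretreatment; 18-22 h compound pretreatment then 72 h with doxorubicin before readout; 0% = doxorubicin-only wells and 100% = vehicle-treated cells without doxorubicin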
Phagocytosis inh: macrophage phagocytosis inhibition; J774A.1 macrophage IgG-bead phagocytosis, imaging; inhibition, % at 5 µM; hit rate 0.07% among 110,000; AID 1029;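 active = inhibition above the mean of the plate negative controls plus 5 SD, cut at about 13% in these data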;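 also: phagocytic index as fraction of beads internalized from green versus red external bead signal; plate controls were DMSO negative control for no effect and cytochalasin-D positive control for full effect; some results beyond the cut were filed as inactive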
Yeast growth inh: chemicals that inhibit yeast BB579 growth in restrictive medium (lifespan-shortening candidates). S. cerevisiae BB579 growth, OD615, 48 h. inhibition, % at 10 µM. hit rate 0.51% among 140,000. AID 804;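 active = inhibition above a set limit, 3 SD over the mean compound inhibition, cut at about 44% in these data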; also: inactives centre near -24
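Detection: OD615 turbidity measurement; Material: Saccharomyces cerevisiae DeaD strain BB579, replicative lifespan model yeast; Timing: 48 h exposure, 30 °C; Doses: single 10 µM dose; Medium: CSMM-D restrictive synthetic medium containing dextrose (glucose); Controls: amphotericin B at 10 µg/mL as positive control.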
E-sel TNF inh: blocks E-selectin expression induced by TNF alpha; HUVEC TNFa-induced E-selectin immunofluorescence, high content; inhibition, % at 2 µM; hit rate 0.71% among 120,000; AID 1246;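 active = inhibition above the batch mean plus 3 SD, and confirmed as a hit on visual image review, cut at about 43% in these data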;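 also: 0% = TNF-stimulated DMSO wells and 100% = unstimulated control wells; not every result past the cut was called active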
NPY Y2 blocker: antagonists of human neuropeptide Y receptor Y2. P49146. NPY-Y2 expressing cells, antagonist mode. inhibition, % at 2.7 µM. hit rate 0.99% among 140,000; in the data active = inhibition above about 17%;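 also: 0% = vehicle with agonist challenge and 100% = reference antagonist with challenge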
Target sequence (P49146 whole entry, looked up): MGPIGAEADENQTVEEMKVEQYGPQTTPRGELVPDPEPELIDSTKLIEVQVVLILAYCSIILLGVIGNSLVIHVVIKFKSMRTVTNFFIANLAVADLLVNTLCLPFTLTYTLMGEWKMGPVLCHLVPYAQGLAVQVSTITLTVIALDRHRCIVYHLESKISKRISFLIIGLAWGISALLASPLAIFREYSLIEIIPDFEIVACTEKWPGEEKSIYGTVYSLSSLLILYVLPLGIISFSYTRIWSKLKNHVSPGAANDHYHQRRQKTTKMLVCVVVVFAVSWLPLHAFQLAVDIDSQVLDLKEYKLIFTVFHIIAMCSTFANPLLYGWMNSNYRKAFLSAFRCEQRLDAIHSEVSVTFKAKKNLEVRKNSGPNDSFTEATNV
Yeast lifespan up: yeast lifespan extension | hit rate 0.68% among 130,000 | inhibition of the nicotinamide effect, % at 10 µM | S. cerevisiae growth with nicotinamide, OD615; deaD strain in restrictive glucose medium;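 active = inhibition above a set limit, placed 3 SD over the median of all compounds, cut at about 26% in these data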;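 also: 0% = nicotinamide-treated wells and 100% = cells grown without nicotinamide; some compounds called inactive have numbers as strong as hits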
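Measured by: optical density (absorbance) at 615 nm; System: modified budding yeast, DeaD strain; Medium: restrictive CSMM-D dextrose medium; Timing: 4 h preincubation then 48 h treatment at 30 °C.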
GALR2 antag: blocks the human galanin receptor 2 | GALR2-expressing cells, antagonist mode | inhibition, % at 4 µM | hit rate 0.39% among 140,000; in the data active = inhibition above about 27%;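 also: cells stimulated with galanin 1-16 at roughly its EC80; 0% = agonist challenge control and 100% = basal control without agonist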
Target sequence (O43603 whole entry, looked up): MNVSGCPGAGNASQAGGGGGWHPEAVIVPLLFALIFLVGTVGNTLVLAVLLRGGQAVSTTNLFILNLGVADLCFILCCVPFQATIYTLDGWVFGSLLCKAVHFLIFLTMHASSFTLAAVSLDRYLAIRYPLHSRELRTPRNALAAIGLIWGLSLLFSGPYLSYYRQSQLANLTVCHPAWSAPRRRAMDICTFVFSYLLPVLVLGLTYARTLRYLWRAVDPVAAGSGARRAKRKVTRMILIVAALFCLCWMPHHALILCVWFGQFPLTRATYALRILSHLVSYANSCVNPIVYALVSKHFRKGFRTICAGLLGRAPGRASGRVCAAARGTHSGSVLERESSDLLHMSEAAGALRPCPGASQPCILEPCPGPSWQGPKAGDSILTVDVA
HCT116 bCat-KO: beta-catenin-lacking colon tumor cell growth suppression. viability, % at 10 µM. HCT116 beta-catenin knockout viability, CellTiter-Glo, 60 h; stronger effect = lower value. hit rate 1.5% among 140,000;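 active = viability at or under a set limit, the compound median less 4 SD, cut at about 6% in these data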;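 also: 0% = Hyamine 1622 control at 20 µM and 100% = untreated cell control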
The depositor's hits bear a star; . = not tested or not shown.

SMILES | HCT116 PTEN-null | Measles CPE | MRP-1 activ | Phagocytosis inh | Yeast growth inh | E-sel TNF inh | NPY Y2 blocker | Yeast lifespan up | GALR2 antag | HCT116 bCat-KO
CCn1c(C)nc2cc(-c3nnc(-c4c(-c5ccccc5)noc4C)o3)ccc21 | 96 | 50* | -4.4 | -1 | -10 | . | 12 | -4 | -10 | 99
Cc1ccc(S(=O)(=O)N2c3ccccc3NC(=O)C2CC(=O)Nc2ccccc2)cc1 (configuration not stated) | 101 | 8 | 2.3 | 2 | -31 | 26 | 1 | -2 | 12 | 103
Cc1onc(-c2ccccc2Cl)c1-c1nc(-c2ccncc2)no1 | 77 | 10 | 0.0 | -1 | -30 | -9 | 3 | -1 | 5 | 79
CC(C)CCNC(=O)C(c1ccc(O)cc1)N(Cc1cccs1)C(=O)C1COc2ccccc2O1 (configuration not stated) | 16 | 11 | -4.1 | -9 | -43 | . | 3 | 2 | -2 | 37
Cn1nnnc1SCc1cccc(CSc2nnnn2C)n1 | 95 | 2 | -0.6 | -1 | -38 | 1 | 0 | -5 | -12 | 97
COc1ccc(N2CCN(C(=O)CSc3nnc(Cn4nnc5ccccc54)n3C)CC2)cc1 | 97 | 13 | -1.1 | . | -95 | -15 | 4 | -7 | -3 | 92
COc1cc(-n2c(=O)c3ccccc3n(Cc3cc(=O)n4ccccc4n3)c2=O)cc(OC)c1OC | 100 | 14 | -0.1 | -6 | -71 | -1 | -2 | -2 | -15 | 89
Cc1ccc(N(C(=O)C2CCC(=O)N2)C2(C(=O)NC3CCCCC3)CCCCC2)cc1 (configuration not stated) | 94 | 5 | -2.5 | . | -39 | 12 | 2 | -3 | 10 | 91
O=C(CSc1nnc(-c2ccncc2)o1)NCc1ccc(Cl)cc1 | 87 | 6 | -2.0 | -6 | -10 | . | 0 | 0 | 8 | 92
O=C(CCCOc1ccccc1)N1CCN(c2ccc(F)cc2)CC1 | 84 | 1 | -0.3 | -2 | -6 | 5 | 9 | -10 | -10 | 73
CCSC(C)CC1CC(=O)CC(=O)C1 (configuration not stated) | 107 | 14 | -0.7 | -2 | -18 | -16 | 2 | 18 | 4 | 97
CCOCc1nnc(NS(C)(=O)=O)s1 | 99 | 8 | 0.7 | -1 | -26 | 12 | 0 | -10 | 4 | 103
C/C(=N\NC(=O)c1c(Cl)c(C)nn1C)c1ccc(NC(=O)COc2ccc(Cl)cc2C)cc1 | 34 | 3 | -0.4 | . | 0 | 0 | 4 | -13 | -12 | 24
Clc1ccc(Cn2nnc(-c3ccc(N4CCOCC4)cc3)n2)cc1 | 98 | 16 | 1.8 | 0 | -15 | -10 | 5 | 4 | 1 | 87
CCOc1nc(NC2CCCCC2)nc(NC(C)(C)C)n1 | 64 | 61* | -5.2 | . | -2 | 20 | 5 | . | -13 | 70
Cn1nc(C(C)(C)C)cc1C(=O)Nc1nc2c(s1)C(=O)CC(C)(C)C2 | 99 | 13 | -1.6 | 0 | -39 | -8 | -1 | -11 | -5 | 97
O=C(Nc1ccccc1N1CCCC1)c1cccnc1 | 99 | 5 | -1.8 | . | -14 | 2 | 1 | . | -7 | 91
CCOC(=O)c1[nH]c(C)c(C(=O)OCC(=O)N2CCc3ccccc32)c1C | 98 | 4 | 0.2 | -1 | -14 | -18 | 1 | -8 | -5 | 108
Cc1c(C(=O)O)oc2ccc(S(=O)(=O)N3CCCCC3C(=O)O)cc12 (configuration not stated) | 99 | 6 | -0.6 | 0 | -31 | . | 3 | -4 | -1 | 101
O=C(c1cnc2sccn2c1=O)N1CCc2ccccc2C1 | 103 | 15 | -2.4 | 0 | -8 | -13 | 0 | . | -6 | 92
CCC(=O)NNc1ncnc2ccccc12 | 94 | 92* | -0.1 | -16 | -12 | . | -2 | -6 | -3 | 92
CCOc1ccccc1C(=O)N1CCC(C(=O)c2ccc(F)cc2)CC1 | 85 | 21 | -3.1 | . | -32 | -7 | 1 | . | -3 | 88
Oc1ccc2ccccc2c1CNn1cnnc1 | 87 | 15 | -3.3 | 0 | -45 | . | 1 | -1 | -3 | 87
CCCCn1c(-c2ccc([N+](=O)[O-])cc2)n[nH]c1=S | 98 | 7 | -0.5 | 3 | -22 | -47 | 1 | 10 | -2 | 100
NC(=O)COc1ccc(/C=N/NC(=O)C2CCCN2S(=O)(=O)c2ccc(Cl)cc2)cc1 (configuration not stated) | 90 | 10 | -2.5 | -1 | -36 | 19 | 1 | -3 | -1 | 104
CSc1nc(-c2ccco2)nn1S(C)(=O)=O | 105 | 4 | -2.1 | -1 | -27 | -42 | 1 | -6 | -6 | 95
Cc1cccc(-n2c(O)c(C=NC3CCS(=O)(=O)C3)c3ccccc3c2=O)c1 (configuration not stated) | 94 | 2 | -2.5 | 3 | -55 | 0 | -3 | -19 | 2 | 113
CCn1ncc(C2=NOC(C(=O)Nc3ccc(C)cc3)C2)c1C (configuration not stated) | 84 | 22 | -0.6 | . | -18 | -10 | 0 | -8 | -5 | 100
CCOC(=O)N1CCC(n2c(SCC(=O)NCCC3=CCCCC3)nc3ccccc3c2=O)CC1 | 49 | 11 | -5.6 | -2 | -28 | -39 | 19* | -7 | -9 | 45
COc1cccc(C(=O)NC2CCSC2=O)c1 (configuration not stated) | 95 | 1 | -0.1 | 0 | -19 | 29 | 3 | -4 | 3 | 100
Cc1cc(C)cc(N(CC(=O)N2CCN(c3ccccc3)CC2)S(=O)(=O)c2c(C)noc2C)c1 | 70 | 5 | -2.5 | 0 | -46 | 2 | 6 | 14 | 4 | 66
CSc1nc(C)cc(OCCO)n1 | 102 | 12 | -1.1 | 1 | -40 | . | 4 | -4 | -7 | 94
CN(C(=O)c1ccccn1)c1nnc(-c2cnccn2)s1 | 100 | 12 | -1.9 | -1 | -23 | 7 | 2 | -8 | -4 | 95
CC12COC3(C(=O)Nc4ccc(Cl)cn4)CC1CCC32C (configuration not stated) | 95 | 20 | 0.1 | 1 | -17 | -1 | 10 | -9 | 2 | 93
Cc1ccc2nc(-c3ccc(NC(=O)C4CCCO4)cc3)[nH]c2c1 (configuration not stated) | 95 | 18 | -0.7 | -1 | -26 | -7 | 1 | -4 | 2 | 94
O=C(CCn1c(=O)c2sccc2n(CC(=O)NCc2ccco2)c1=O)NCc1ccccc1 | 95 | 10 | -4.4 | -1 | -19 | 35 | 1 | -11 | -5 | 90

A second format for part of the listing above:
SMILES	HCT116 PTEN-null	Measles CPE	MRP-1 activ	Phagocytosis inh	Yeast growth inh	E-sel TNF inh	NPY Y2 blocker	Yeast lifespan up	GALR2 antag	HCT116 bCat-KO
CSc1nc(C)cc(OCCO)n1	102	12	-1.1	1	-40	.	4	-4	-7	94
CSc1nc(-c2ccco2)nn1S(C)(=O)=O	105	4	-2.1	-1	-27	-42	1	-6	-6	95

Other structures follow.
SMILES | HCT116 PTEN-null | Measles CPE | MRP-1 activ | Phagocytosis inh | Yeast growth inh | E-sel TNF inh | NPY Y2 blocker | Yeast lifespan up | GALR2 antag | HCT116 bCat-KO
CCOC(=O)c1[nH]c(Cc2[nH]c(C(=O)OCC)c(C)c2CCC(=O)OC)c(CCC(=O)OC)c1C | 86 | 20 | -1.3 | -1 | -55 | -27 | -2 | 14 | -8 | 90
COC(=O)COC(=O)c1ccc(-n2nnnc2SC)cc1 | 100 | 54* | -0.6 | 1 | -28 | . | 2 | -17 | 5 | 105
CCN(CC)CCNC(=O)NC1CCCCC1 | 112 | 9 | -0.2 | -2 | -30 | -17 | 2 | 7 | 9 | 104
CCn1c(SCC(=O)NCC(=O)Nc2ccc(F)cc2)nnc1-c1cccs1 | 99 | 11 | -0.2 | -1 | -43 | . | 0 | -9 | 9 | 92
Cc1ccc(NC(=O)COC(=O)/C(=C/c2cccs2)c2cccs2)cc1S(=O)(=O)N(C)C | 59 | 19 | 0.6 | -6 | -59 | . | 2 | 10 | 14 | 60
CCS(=O)(=O)NCc1cn2c(C)csc2n1 | 101 | 4 | -1.7 | 0 | -10 | -37 | 1 | -3 | 5 | 95
O=C(Nc1nc2c(s1)CCCC2)c1nn(Cc2ccccc2)c(=O)c2ccccc12 | 66 | 2 | 2.3 | 1 | -37 | . | 5 | 10 | 10 | 69
COc1ccc(OC)c(NC2c3ncccc3C(=O)N2Cc2ccco2)c1 (configuration not stated) | 117 | 6 | -0.9 | . | -50 | . | 6 | -10 | -5 | 109
Cc1ccnc(Sc2nc3c(c(=O)[nH]c(=O)n3C)n2CCCc2ccccc2)n1 | 91 | 4 | -0.2 | -1 | -30 | . | 3 | -5 | 13 | 93
CN(C)S(=O)(=O)Oc1cccc(C(=O)Nc2cccc(Cl)c2)c1 | 54 | 14 | -1.3 | . | -29 | -5 | -1 | -15 | 16 | 51
COC(=O)c1ccc(N=NN2CCCCCC2)cc1 | 88 | 18 | 1.4 | . | 2 | -1 | 4 | -6 | -10 | 95
Cc1sc(NC(=O)CN(Cc2ccc(F)cc2)C(=O)C(C)(C)C)c(C(N)=O)c1C | 94 | 21 | 0.0 | -7 | -14 | . | 10 | 0 | -13 | 86
O=C(Cn1c(=O)sc2ccccc21)Nc1ccccc1C(=O)O | 106 | 8 | -1.1 | . | -27 | . | 11 | -4 | 6 | 97
CC(C)(C)c1ccc(S(=O)(=O)N2C=CC(C(F)(F)F)=NCC2)cc1 | 95 | 7 | -1.1 | . | -20 | 9 | 0 | -7 | -8 | 84
Cc1cccn2c1nc(=S)n2C(=O)c1ccco1 | 92 | 7 | -3.3 | 0 | -23 | -8 | 2 | -7 | 5 | 98
O=C(/C=C/c1ccc(Cl)cc1)Nc1ccc(CN2CCOCC2)cc1 | 22 | 4 | 0.3 | . | -6 | 23 | 2 | -1 | 1 | 22
CCOC(=O)c1c(-c2cccs2)csc1NC(=O)c1ccncc1 | 78 | 3 | -2.6 | 0 | -43 | . | 2 | 5 | 3 | 87
CCCN(CCC(=O)Nc1cc(OC)cc(OC)c1)CC1CC1 | 98 | 8 | -3.0 | -1 | -29 | -7 | 3 | 1 | 2 | 101
Cc1c(Nc2nc3ccccc3nc2NS(=O)(=O)c2cccs2)c(=O)n(-c2ccccc2)n1C | 89 | 12 | -0.4 | 1 | -27 | 5 | 0 | -2 | -5 | 92
CSc1nccc(-c2cc(Cl)sc2Cl)n1 | 78 | 19* | 0.5 | 0 | -40 | -27 | 0 | -22 | -4 | 71
COc1cc(CNc2nc(C)c([N+](=O)[O-])c(C)c2C#N)cc(OC)c1OC | 77 | 3 | -3.1 | -4 | -26 | -1 | 6 | 2 | 9 | 89
CC(=O)c1sc(NC(=O)C(C)(C)C)nc1C | 109 | 21 | -0.6 | . | -23 | . | -1 | . | -5 | 91
CC(Oc1ccc(Cl)cc1)C(=O)Nc1nccs1 (configuration not stated) | 62 | 4 | 1.2 | 1 | 15 | . | 2 | -20 | -9 | 52
Cc1ccccc1Nc1nnc(SCC(=O)Nc2ncc(C(F)(F)F)cc2Cl)s1 | 93 | 15 | -0.7 | -6 | -3 | -3 | 4 | -6 | 2 | 82
CCCCNC(=O)Nc1ccnn1C1CCCCC1 | 95 | 17 | -1.2 | 2 | -14 | 53 | 1 | -6 | 17 | 98
c1ccc(CSc2nnc(-c3ccccn3)n2-c2ccccc2)cc1 | 93 | 0 | -2.2 | 2 | -58 | 14 | 7 | 14 | -7 | 99
